Screening results (PubChem BioAssay)
Wnt bcat act = Wnt/beta-catenin pathway activation. activation, % at 9.35 µM. Wnt/beta-catenin reporter cell assay, activator, plate reader. 1.2% of 300,000 active; in the data active = activation above about 30%, passing the limit was not always enough;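 also: 0% = neutral control wells and 100% = positive control wells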
phage Ecoli inh = E. coli growth loss with phage present. growth absorbance. inhibition, % at 11.9 µM. 0.26% of 360,000 active. AID 651602; in the data active = inhibition above about 11%
An asterisk follows results filed as active. Not all compounds are listed; the hit share may differ from the screen's.

SMILES	Wnt bcat act	phage Ecoli inh
NC(COCc1ccccc1)c1csc(NC(=O)Nc2cccc(Cl)c2)n1 (stereo unspecified)	-2.5	2.5
Cc1cccc(C2=CC(=O)CC(C)(C)C2=O)c1	-1.9	0.2
Cc1ccc2nc(-c3ccco3)c(CC(C)(C)C)n2c1	-3.6	0.1
Fc1cccc(Cc2c(-c3ccccc3)nc3c4ccccc4ccn23)c1	12.0	-3.6
O=c1ccsc2ccccc12	-3.1	0.4
CCCC(=O)N1CCC1(C)C(=O)Nc1ccc(OC)c(OC)c1 (stereo unspecified)	-4.7	2.2
CC1(C(=O)NS(=O)(=O)c2cccs2)CCN1C(=O)c1ccccc1CCc1ccccc1 (stereo unspecified)	-1.5	1.2
CC1(C(=O)NS(=O)(=O)c2ccc(Cl)cc2)CCN1C(=O)C1CC1 (stereo unspecified)	-2.6	2.1
COc1ccccc1CNc1nc(NCCN2CCNC2=O)c2sccc2n1	-0.7	1.1
CC(=O)Nc1cnc(-c2cc(C)c(O)c(C)c2)cn1	0.3	4.0
COc1ccc(CN2C(=O)CN(S(C)(=O)=O)CC2(C)C(=O)Nc2c(C)cccc2C)cc1OC (stereo unspecified)	-2.6	2.4
CC1(C(=O)NS(=O)(=O)c2cccc(F)c2)CCN1C(=O)Cc1ccc(-c2ccccc2)cc1 (stereo unspecified)	2.1	0.4
NC(Cc1ccc(C(F)(F)F)cc1)c1csc(NC(=O)Nc2ccccc2Cl)n1 (stereo unspecified)	0.5	1.9
O=C(c1ccc(=O)[nH]c1)N(c1ccccc1)C(CCc1ccccc1)c1nc2ccccc2[nH]1 (stereo unspecified)	-1.9	0.4
Cc1cnc(-c2nc3ccccc3n2C(C(=O)Nc2c(C)cccc2C)C2CC2)cn1 (stereo unspecified)	-0.7	1.0
CCCCCCCCN1C(=O)[C@H](CC(=O)NCC2CCCCC2)C[C@@]2(C(=O)OC)CC(C)(C)CC=C12	-1.1	2.8
CCc1ccc2cc(F)cc(F)c2n1	-1.8	4.4
CCCCNC(=O)c1nc(-c2cnccn2)oc1-c1ccc(Cl)cc1	-5.2	0.8
CCS(=O)(=O)N(C)C[C@@H]1OCc2ccccc2-c2c(n(C)c3ccccc23)C(=O)N([C@H](C)CO)C[C@@H]1C	-0.7	-0.6
COc1ccccc1CCn1cnc(-c2ccc(F)cc2)c1C(C)C	-3.1	-1.8
COC(=O)[C@@]12C[C@@H](CC(=O)NCCc3ccccc3OC)C(=O)N(Cc3ccco3)C1=CCC(C)(C)C2	-1.3	2.2
CCc1nc2ccc(C(=O)N3CCN(c4ccccc4)CC3)cn2c1N(C)CCCc1ccccc1	-5.1	4.5
OC1c2c(F)cccc2N=C2CCCCCN21 (stereo unspecified)	-0.3	3.8
CCc1nc2c(OCCOc3ccccc3)cccn2c1N(C)C(=O)c1ccc(OC)cc1	-3.1	-0.5
O=S1(=O)CC(N2CCN(Cc3ccccc3F)CC2)CN1Cc1cn(Cc2ccc(F)cc2)nn1 (stereo unspecified)	1.6	2.3
COC(=O)c1ccc2c(=O)n(CCCCCC(=O)NC3CCCCC3)c(=O)[nH]c2c1	-1.6	0.9
COc1cccc(-c2cnc3c(NC(C)=O)cc(-c4ccccc4OC)cn23)c1	16.5	3.0
CC1(C(=O)NS(=O)(=O)c2ccc3ccccc3c2)CCN1C(=O)C1(c2ccc(Cl)cc2)CCC1 (stereo unspecified)	-2.6	-0.3
Cn1cc(CCOCc2ccc(Br)cc2)c2ccccc21	-0.3	1.6
COC(=O)C1=C(C)N(Cc2ccccc2C(F)(F)F)C(=NCc2ccc(OC)cc2)NC1c1cccc(F)c1 (stereo unspecified)	-5.2	5.8
COc1ccccc1CCn1cnc(-c2cccc(Cl)c2)c1CC(C)C	-2.9	1.2
CC1(C(=O)Nc2cccc3c2CCCC3)CCN1C(=O)CCc1ccc(Cl)cc1Cl (stereo unspecified)	-2.7	-0.4
CCOC(=O)CNC(=O)N(C)[C@H]1C[C@H]2c3[nH]c4ccccc4c3CCN2C[C@H]1[C@H](C)O	-1.1	-0.8
CC(C)(C)c1ccc(CC(=O)N2CCC2(C)C(=O)Nc2ccc3[nH]ncc3c2)cc1 (stereo unspecified)	-3.8	3.0
CCCCNc1c(-c2cccc(OC)c2)nc2nc(C)cc(C)n12	-1.2	1.8
Oc1ccc2sc(-c3ccccc3O)c(-c3ccc(OCCN4CCCCC4)cc3)c2c1	-3.8	2.3
COC(=O)C1=C(C)N(Cc2ccc(C(F)(F)F)cc2)C(=NCc2ccccc2C(F)(F)F)NC1c1ccccc1 (stereo unspecified)	-22.3	3.9
Cc1cc(Br)cn2c(Cc3ccsc3)c(-c3ccccc3)nc12	-2.4	2.7
Cc1cc(C)n2c(NC3CCCC3)c(-c3cccnc3)nc2n1	-2.3	1.8
O=C(Nc1ccc(Cl)cc1)OC[C@@H]1CSCCS(=O)(=O)N1	1.5	4.0
C[C@H](c1ccccc1)N1C[C@@H](COCc2ccccc2)Oc2cccc(N3CCCCC3)c2S1(=O)=O	-10.9	0.9
COc1ccccc1C(=O)Nc1nnc([C@@H]2C[C@H](O)[C@@H](CO)O2)s1	0.9	-0.2
COc1cccc(CNC(=O)[C@H]2CCCN2C(=O)[C@H]2CCCN2)c1	1.6	1.6
Nc1sc2c(c1C(=O)NCCc1ccccc1)CCCC2	3.5	3.4
COCCCNC(=O)C[C@H]1C[C@@]2(C(=O)OC)C(=C[C@H](COCc3ccccc3)O[C@@H]2C)N(Cc2ccc3c(c2)OCO3)C1=O	-1.4	3.2
CC(C)Oc1cc(F)ccc1-c1cc(C(=O)Nc2cccc(Cl)c2)[nH]n1	-0.2	2.5
Cc1cc(F)ccc1C(O)c1ncc(-c2ccccc2Cl)[nH]1 (stereo unspecified)	-0.9	1.9
COc1ccc(C(C)=O)cc1CN1C(=O)C(C)ON=C1c1cccc(C(F)(F)F)c1 (stereo unspecified)	-2.5	1.1
O=C1OCCOC2CCCc3oc(C4=CCCCC4)c1c32 (stereo unspecified)	-0.5	1.3
Cc1ccc(CN2C(=O)CSCC2(C)C(=O)Nc2c(C)cccc2C)cc1 (stereo unspecified)	-1.7	3.9
Going on with the list.
SMILES	Wnt bcat act	phage Ecoli inh
O=C(Nc1ccc(Cl)cc1)c1csc([C@@H]2O[C@H](CO)[C@@H](O)[C@H]2O)n1	2.0	3.1
CO[C@H]1CN(C)C(=O)c2ccc(NC(=O)C3CCC3)cc2OC[C@H](C)N(Cc2ccc(F)cc2)C[C@@H]1C	-1.7	1.3
CC1(c2nnnn2-c2ccc3c(c2)OCCO3)CCC(=O)N1Cc1cccc(C(F)(F)F)c1 (stereo unspecified)	-1.2	0.2
Cn1c(=O)c2cc(NC(=O)NCCc3cccs3)ccc2n1Cc1ccccc1	-0.6	3.3
O=C(Nc1ccc2c(c1)OCCO2)C(CCc1ccccc1)N(Cc1ccccc1)Cc1ccccc1 (stereo unspecified)	0.8	2.6
O=C1CCCN1CCCNc1nc(NCc2ccccc2)nc2ccsc12	-3.6	2.1
CCOc1ccc2nc(S(=O)(=O)NC(=O)C3(C)CCN3C(=O)c3cccc(F)c3)sc2c1 (stereo unspecified)	-1.7	2.8
Cc1c(C(=O)NCCC#N)sc(=O)n1Cc1ccccc1F	-3.1	2.3
CC(C)C(N)c1csc(Nc2ccc(C(=O)c3ccccc3)cc2)n1 (stereo unspecified)	-1.5	-1.7
COc1ccc(C(C)=O)cc1Cn1c(C)c(C(=O)NCCC#N)sc1=O	-0.5	2.7

Complete entries as entered above. Order of screens: Wnt bcat act, phage Ecoli inh
`CCCC(=O)N1CCC1(C)C(=O)Nc1ccc(OC)c(OC)c1` (stereo unspecified) reads -4.7, 2.2
`O=C(c1ccc(=O)[nH]c1)N(c1ccccc1)C(CCc1ccccc1)c1nc2ccccc2[nH]1` (stereo unspecified) reads -1.9, 0.4
`CCOC(=O)CNC(=O)N(C)[C@H]1C[C@H]2c3[nH]c4ccccc4c3CCN2C[C@H]1[C@H](C)O` reads -1.1, -0.8
`O=C1CCCN1CCCNc1nc(NCc2ccccc2)nc2ccsc12` reads -3.6, 2.1
`CC1(C(=O)NS(=O)(=O)c2cccc(F)c2)CCN1C(=O)Cc1ccc(-c2ccccc2)cc1` (stereo unspecified) reads 2.1, 0.4

Going on with the list:
SMILES	Wnt bcat act	phage Ecoli inh
CCOC(=O)[C@]12CCCC=C1N(CCC1=CCCCC1)C(=O)[C@H](CC(=O)N1CCCCC1)C2	-0.2	1.9
COc1cc(CNC(=O)Nc2nc(C(N)Cc3ccc(C(F)(F)F)cc3)cs2)cc(OC)c1OC (stereo unspecified)	-9.1	3.3
COC(=O)C[C@H]1CC[C@H](NC(=O)c2ccc(F)cc2)[C@@H](CO)O1	0.4	2.2
c1cc(-c2ccsc2)n2cnnc2c1	-0.9	2.1
CCc1nc2c(OCCOc3ccccc3)cccn2c1N(C)C(=O)c1ccc(C)cc1	-0.7	3.1
Nc1nc2c(ncn2[C@@H]2O[C@H](C(=O)NCC(F)(F)F)[C@@H](O)[C@H]2O)c(=O)[nH]1	-3.0	1.1
CC(C)(C)NC(=O)C(c1ccccc1F)n1c(=O)c(-c2ccco2)nc2ccccc21 (stereo unspecified)	-1.3	3.6
COc1ccc(C2=Nc3ccccc3N(C(=O)Cc3cc(OC)cc(OC)c3)C2C(=O)NC(C)C)cc1 (stereo unspecified)	17.5	-1.6
COc1ccc(C(C(=O)NC2CCCCC2)n2c(=O)c(-c3cc4ccccc4[nH]3)nc3ccccc32)cc1 (stereo unspecified)	-2.8	2.7
O=C1NC[C@@H](CCCCN2C[C@H](Cc3ccccc3)N(Cc3ccccc3)C(=O)C2=O)N(CC2CCCCC2)C1=O	-2.1	1.0
CCCCCCCCN1C(=O)[C@H](CC(=O)N2CCC(c3ccccc3)CC2)C[C@@]2(C(=O)OC)CC(C)(C)CC=C12	-3.8	1.1
CCn1nccc1NC(=O)c1csc([C@@H]2C[C@H](O)[C@@H](CO)O2)n1	-1.3	6.0
Cc1ccc(S(=O)(=O)N(C)[C@H]2C[C@H]3c4cc(-c5ccc6c(c5)OCO6)ccc4CCN3C[C@H]2[C@H](C)O)cc1	-5.1	4.4
CCOC(=O)C1(C)CCCCCN1C(=O)c1ccc(OC)cc1 (stereo unspecified)	-0.8	5.3
Cc1cncc(NCc2ccc3c(c2)OCO3)n1	5.6	0.5
COCCNc1nc(NCC2CCCCC2)c2sc(-c3ccccc3)cc2n1	-20.5	2.1
Cc1noc(C)c1-c1ccc(C(=O)NCC(C)C)c2occc12	16.6	2.4
CC(C)Oc1cccc(NC(=O)C2(C)CCCN2C(=O)C(C)C)c1 (stereo unspecified)	0.2	1.8
COc1cc(Nc2ncc3c(n2)CCN(C(=O)Nc2ccc(C(C)C)cc2)C3)cc(OC)c1OC	-2.0	1.6
Cc1ccc2nc(C(C)(C)C)c(Cc3cccc(Cl)c3)n2c1	-1.5	4.2
O=C(Nc1ccc(F)c(Cl)c1)c1cc(C2CCCN(S(=O)(=O)c3cccs3)C2)on1 (stereo unspecified)	-1.0	1.0
CCCCCCn1cc(CN2CC(N3CCN(C4CCN(C)CC4)CC3)CS2(=O)=O)nn1 (stereo unspecified)	-3.2	1.6
O=C(Cc1c[nH]c2ccccc12)Nc1ccc(Nc2cccnc2)c(-c2ccc(F)c(F)c2)c1	4.5	-3.3
C[N+](C)(C)CCNC(=O)c1c[nH]c2ccccc12	-3.4	0.8
O=Cc1ccc(-c2c(-c3ccccc3)oc3c2C(OCCCCO)CCC3)o1 (stereo unspecified)	0.4	1.5
OC(c1ccccc1)c1ncc(-c2ccccc2Cl)[nH]1 (stereo unspecified)	2.6	2.6
COc1ccccc1-c1cnc(C(O)c2cc(C)c(OC)c(C)c2)[nH]1 (stereo unspecified)	-1.6	0.7
Cc1cccc(C)c1-n1nnnc1C(c1ccnc2ccccc12)N1CCCN(C(=O)OC(C)(C)C)CC1 (stereo unspecified)	4.1	5.0
COc1ccc(C(=O)N2CCCC2(C)C(=O)O)cc1C(F)(F)F (stereo unspecified)	1.8	2.2
C[C@@H]1ON(C)[C@H]2C[C@H]3c4cc(-c5ccccc5)ccc4CCN3C[C@@H]12	1.1	-0.8
Cc1cc2c(c(=O)o1)[C@@]1(C(=O)N(C)c3ccccc31)C1=C(CC(C)(C)CC1=O)O2	-0.5	-0.2
O=Cc1ccc(N2CCN(S(=O)(=O)c3ccc4c(c3)CC(=O)N4)CC2)cc1	-6.4	-0.9
COc1ccc(S(=O)(=O)N2C[C@H]3CON(C)[C@H]3C[C@H]2c2ccc(-c3cccc(F)c3)cc2)cc1	-0.7	1.4
CC(C)C[C@@H](CN1CCC[C@H]1CN1C(=O)C(=O)NC[C@@H]1Cc1ccccc1)N1C[C@H](Cc2ccc(O)cc2)N(CCc2ccccc2)C(=O)C1=O	-6.6	1.8
COc1ccccc1Cc1c(-c2ccccc2)nc2c(C)cc(Br)cn12	-1.1	-0.7
CCCC[C@@H]1CC2=C(C(=O)OC(C)(C)O2)[C@@H](c2ccc(F)cc2)O1	-2.7	0.9
COC(=O)c1cc(S(=O)(=O)NCC2CCN(C(=O)C(=O)c3cccs3)CC2)cs1	1.7	-1.5
COCCN1C(=O)CCC1(C)C(=O)NC1CCCCC1 (stereo unspecified)	-2.9	1.6
O=C(NCC(F)(F)F)C1C(=O)Nc2ccccc2C(=O)N1C1CCCC1 (stereo unspecified)	-3.4	3.3
CC(=O)C1=C(C)N(Cc2ccc(Cl)cc2)C(=S)NC1c1ccc(F)cc1 (stereo unspecified)	-10.0	2.8
CC(C)[C@@H](C)/C=C/[C@@H](C)[C@H]1CC[C@@H]2[C@]1(C)CCC1[C@]23C=C[C@]2(C[C@@H](O)CC[C@]12C)N(C(=O)Cc1ccccc1)O3 (stereo partly specified)	-0.5	-1.0
Clc1cccc(CNc2ccn3nc(-c4cccs4)cc3n2)c1	49.5*	3.6

Sorted by value in Wnt bcat act (lowest first): 4 of the compounds above
SMILES	Wnt bcat act	phage Ecoli inh
CC(=O)C1=C(C)N(Cc2ccc(Cl)cc2)C(=S)NC1c1ccc(F)cc1 (stereo unspecified)	-10.0	2.8
O=Cc1ccc(N2CCN(S(=O)(=O)c3ccc4c(c3)CC(=O)N4)CC2)cc1	-6.4	-0.9
CCCC[C@@H]1CC2=C(C(=O)OC(C)(C)O2)[C@@H](c2ccc(F)cc2)O1	-2.7	0.9
COC(=O)c1cc(S(=O)(=O)NCC2CCN(C(=O)C(=O)c3cccs3)CC2)cs1	1.7	-1.5
